UBC13 inh = blocks human UBC13 polyubiquitin chain formation; inhibition, % at 20 µM; TR-FRET; 330,000 tested, 0.47% active; in the data active = inhibition above about 45%, passing the limit was not always enough
Target sequence (P61088 whole entry, looked up): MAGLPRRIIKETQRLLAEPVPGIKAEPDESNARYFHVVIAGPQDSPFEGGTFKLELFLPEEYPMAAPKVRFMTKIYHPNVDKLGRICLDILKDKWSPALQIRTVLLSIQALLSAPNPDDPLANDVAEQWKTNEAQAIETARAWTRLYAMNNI
Apaf-1 inh = human Apaf-1 inhibition | 330,000 tested, 0.71% active | reconstituted apoptosome caspase-3 activity, DEVD-Rh110 fluorescence | O14727 | inhibition, % at 20 µM | AID 489030; active = inhibition of at least 40% at 20 µM;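 also: plate controls were DMSO wells for no effect and DEVD-CHO caspase inhibitor wells for full effect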
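Assay system: Apoptosome proteins | Medium: pH 7.5 Hepes buffer with CHAPS, BSA, DTT | Also added: Cytochrome c and DEVD-Rh110 substrate | Times: 30 min plus 50 min, RT | Detection: Rhodamine 110 fluorescence at Ex 480/Em 540 nm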
SENP8 inh = inhibitors of human SENP8 protease. 330,000 tested, 1.2% active. purified SENP8, Z-RLRGG-aminoluciferin cleavage, luminescence. inhibition, % at 10 µM. Q96LD8
Target sequence (Q96LD8 whole entry, looked up): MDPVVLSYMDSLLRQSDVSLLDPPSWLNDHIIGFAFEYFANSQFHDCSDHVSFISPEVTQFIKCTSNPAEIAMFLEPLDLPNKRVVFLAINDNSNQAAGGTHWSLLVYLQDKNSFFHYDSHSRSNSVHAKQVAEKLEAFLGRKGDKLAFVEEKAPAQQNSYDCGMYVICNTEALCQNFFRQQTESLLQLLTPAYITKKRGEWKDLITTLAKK
697 NFkB inh = inhibitors of the PMA/ionomycin-induced NF-kB reporter in 697 B cells; 697 B-cell NF-kB luciferase reporter, 16 h; inhibition, % at 4 µM; 330,000 tested, 0.33% active; AID 435022; in the data active = inhibition above about 35%
SENP7 block = SENP7 protease inhibition; Q9BQF6; recombinant SENP7, Z-RLRGG-aminoluciferin luminescence, 40 min; inhibition, % at 5 µM; 330,000 tested, 1.5% active; AID 434973;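 active = inhibition above about 50% at the single test dose, limit read from the data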;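 also: plate controls were DMSO with enzyme for no effect and no enzyme buffer wells for full effect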
Target sequence (Q9BQF6 706-1050 limits assumed): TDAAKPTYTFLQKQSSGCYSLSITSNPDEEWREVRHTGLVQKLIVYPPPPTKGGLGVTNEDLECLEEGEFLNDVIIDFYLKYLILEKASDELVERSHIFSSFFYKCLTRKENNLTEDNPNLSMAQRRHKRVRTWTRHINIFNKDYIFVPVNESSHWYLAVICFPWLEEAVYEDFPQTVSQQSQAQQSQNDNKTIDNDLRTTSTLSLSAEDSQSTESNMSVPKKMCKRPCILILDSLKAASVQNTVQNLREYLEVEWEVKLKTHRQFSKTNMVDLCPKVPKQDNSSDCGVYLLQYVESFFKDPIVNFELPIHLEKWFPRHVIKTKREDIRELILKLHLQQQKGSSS
HKDC1 inhibitor = blocks human hexokinase HKDC1 activity; Q2TB90; recombinant HKDC1, G6PDH/diaphorase resazurin coupled fluorescence; inhibition, % at 20 µM; 340,000 tested, 0.16% active;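 active = inhibition above about 35% when tested at 20 µM, limit read from the data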;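 also: plate controls were DMSO wells with enzyme for no effect and DMSO wells lacking enzyme for full effect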
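Assay system – recombinant HKDC1 (HK5) hexokinase enzyme, produced in-house · Input – HKDC1 at 5 µg/mL · Reagent – glucose plus 1 mM ATP as hexokinase substrates · Timing – 90 min reaction incubation at room temperature, dark · Measured by – G6PDH/diaphorase-coupled fluorescence, 1 mM NADP, 100 µM resazurin, 525/613 nm · Benchmarks – DMSO-enzyme wells negative, buffer-substituted wells positive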
Jurkat NFkB inh = lowers PMA/ionomycin-induced NF-kB signal in Jurkat cells; PMA/ionomycin-induced NF-kB luciferase reporter, luminescence; inhibition, % at 4 µM; 330,000 tested, 0.53% active; AID 435003
Gli-Sufu block = Gli-Sufu pathway antagonism | Sufu-KO-LIGHT fibroblasts, Gli luciferase reporter luminescence | inhibition, % at 5 µM | 340,000 tested, 0.74% active | AID 588413;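 active = inhibition above about 55%, limit read from the data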;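 also: 0% = DMSO-treated cells and 100% = wells with medium but no cells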
* = called active by the depositor; . = no result given. Rule as the data show it, unless noted: active = inhibition above about 50%; inactive = the rest.

Structure	UBC13 inh	Apaf-1 inh	SENP8 inh	697 NFkB inh	SENP7 block	HKDC1 inhibitor	Jurkat NFkB inh	Gli-Sufu block
COc1cc(/C=N/NC(=O)CCc2ccccc2)ccc1O	6	-2	-5	23	-2	0	-12	17
Cc1ccnc2nc(C(=O)OCC(=O)N3CCc4ccccc43)nn12	-3	-4	-6	4	-4	14	6	-11
CSc1nnc2c(n1)[nH]c1c(C)cccc12	-15	6	1	-29	18	13	-27	.
O=C(COC(=O)C1C2CC3OC(=O)C1C3C2)Nc1cccc(C(F)(F)F)c1 (centres undefined)	-12	7	-7	4	-5	-2	-18	-7
O=c1/c(=C/c2ccc(CNS(=O)(=O)c3ccccc3)o2)sc2n1CCN=2	-9	-18	3	18	3	-7	4	-2
CCOC(=O)CCCNC(=O)CCNC(=O)c1ccc(OC(C)C)cc1	9	-21	-3	3	1	-6	-8	-1
Cc1ccc(CN2CCSc3ccc(C(=O)NC4CCN(Cc5ccccc5)CC4)cc32)cc1	62*	-3	6	2	6	0	5	43
CC(C)CC(=O)N1CCN(Cc2cccc(F)c2)CC1	5	-8	1	10	2	-11	8	8
COc1ccc(N2CC(C(=O)Nc3c(C(N)=O)oc4ccccc34)CC2=O)cc1 (centres undefined)	-2	-6	4	5	0	-4	14	-9
CCCN(CC(=O)Nc1ccccc1C)C(=O)CCN1C(=O)c2cccc([N+](=O)[O-])c2C1=O	-6	1	-3	-7	-3	0	10	-4
Cn1nnc(NC(=O)c2ccccc2F)n1	-1	-1	-3	0	0	-8	21	3
O=S(=O)(NCC1CCCO1)c1ccc(Oc2ccccc2)cc1 (centres undefined)	4	-10	-3	12	-10	-11	5	1
CCOc1ccc(C2Nc3cccc4cccc(c34)N2)cc1OC	-34	22	2	-54	4	4	14	-22
OCCN1CCN(c2ncnc3c2sc2nc(N4CCOCC4)c4c(c23)CCC4)CC1	33	3	7	-2	1	22	-19	9
Cc1ccccc1NC(=O)C1CCN(S(=O)(=O)c2cccs2)CC1	9	-6	-2	11	-2	-5	0	0
COC(=O)c1ccc(N2CCN(C)CC2)c(NC(=O)c2cc3ccccc3o2)c1	0	14	-9	-2	-11	-1	-10	14
Cc1nn(-c2ccccc2)c(C)c1/C=C/C(=O)OC(C)C(=O)Nc1ncc(Cl)cc1Cl (centres undefined)	2	3	-1	-17	-2	-9	12	3
CC1=Nc2nc(N3CCCCC3)c(C#N)c3c4c(nc(c23)N1)N(c1ccc(C(C)C)cc1)C(=O)C4	-38	27	18	-7	1	-4	7	8
COc1cccc(/C=N/NC(=O)CCc2c(C)n[nH]c2C)c1	-6	4	-5	-3	2	0	12	0
CC(Sc1nc2ccc(C(=O)c3ccccc3)cc2[nH]1)C(=O)O (centres undefined)	4	-10	-5	9	-4	-5	-7	-18
Cc1ccc(C)c(S(=O)(=O)Nc2ccc(-n3cnnn3)cc2)c1	14	-3	0	11	0	2	0	4
Cc1cc(C)n2c(Br)c(CSc3nc4ccccc4s3)nc2n1	18	0	-2	-79	-2	-1	-46	-33
Fc1cccc(F)c1-n1c(CN2CCOCC2)csc1=S	4	-11	-4	7	1	-7	0	-6
Cc1noc(C)c1COC(=O)c1cc(F)c(F)cc1Cl	10	-1	7	5	1	1	2	5
C=CCN(c1ccccc1OC)S(=O)(=O)c1cccc(C(=O)OCC(=O)N2CCOCC2)c1	9	-9	-1	2	2	-5	3	3
C/C(=C\C(=O)C(F)(F)F)Nc1cc(C)cc(C)c1	15	6	1	-3	2	-5	10	27
Cc1cc(=O)oc2cc(OCC(=O)NCc3ccco3)ccc12	6	0	2	14	3	5	-7	-6
Cc1ccc(-c2c3c(nc4sc(C(N)=O)c(N)c24)CCC3)cc1	35	23	0	-27	2	7	-36	-1
CCC(CC)c1nnc(NC(=O)C2CC(=O)N(c3ccc4c(c3)OCCO4)C2)s1 (centres undefined)	-4	-4	1	-37	-8	-6	36	5
COc1ccc(N=C2C(=O)Nc3c(C)cccc32)cc1	-23	-6	3	6	9	-11	3	6
CCc1ccc([C@@H]2CC=C(C(=O)O)[C@H](c3cccc(Cl)c3)N2S(=O)(=O)c2ccc(C)cc2)cc1	-24	29	9	12	-3	1	9	-7
Cc1cc(N2CCCC2)ccc1NC(=O)CN1C(=O)NC2(CCCCC2)C1=O	-2	8	5	5	-9	-6	13	-9
Cc1ccc(NC(=S)N(CCCN(C)C)Cc2cc3cc4c(cc3[nH]c2=O)OCO4)cc1	7	6	3	-13	4	0	-21	36
Cc1nc2ccc(NC(=O)c3ccc(F)c(S(=O)(=O)N4CCOCC4)c3)cc2s1	-1	-10	3	-13	0	1	-10	6
O=C(CN1CCN(C(=O)c2cncn2-c2ccccc2)CC1)Nc1ccccc1Cl	-4	1	-7	11	4	2	3	-3
O=C(Nc1cc(-c2ccccc2)nn1-c1c(Cl)cccc1Cl)c1ccc(F)cc1	10	9	-1	22	-1	1	4	-1
COc1ccc(S(=O)(=O)NNC(=O)C(=O)NNc2ccccn2)cc1	25	-31	7	20	2	-22	8	1
Cc1ccc(S(=O)(=O)Nc2nc3ccccc3s2)cc1[N+](=O)[O-]	-10	-13	7	9	3	-4	3	-2
CCOc1ccc(NC(=O)CC(c2ccccc2)c2ccc(F)cc2)cc1 (centres undefined)	-10	10	-13	11	-9	-6	4	4
CCC(=O)Nc1cc2nn(-c3ccc(C)cc3)nc2cc1C	-7	0	4	-240	51*	10	-54	40
CCC(=O)Nc1nnc(-c2ccccn2)o1	5	-6	6	16	8	-9	12	-7
COc1ccc(C(=O)NC(C)CCc2ccccc2)c(OC)c1 (centres undefined)	0	11	-5	-8	8	-2	0	-3
O=C(COc1ccccc1)NNC(=S)NC(=O)c1ccccc1	5	-11	1	4	-3	7	-6	0
c1csc(-c2nc(NCC3CCCO3)c3ccccc3n2)c1 (centres undefined)	2	14	4	9	2	-1	5	0
OCCCc1nc2ccccc2n1Cc1ccccc1	-3	4	-1	-23	0	0	7	24

Two compounds from above, reduced to HKDC1 inhibitor, SENP8 inh and Gli-Sufu block:
SMILES | HKDC1 inhibitor | SENP8 inh | Gli-Sufu block
Cc1cc(N2CCCC2)ccc1NC(=O)CN1C(=O)NC2(CCCCC2)C1=O | -6 | 5 | -9
Cc1ccc(NC(=S)N(CCCN(C)C)Cc2cc3cc4c(cc3[nH]c2=O)OCO4)cc1 | 0 | 3 | 36

Sorted by molecular weight (largest number first): some entries from above.
Structure	UBC13 inh	Apaf-1 inh	SENP8 inh	697 NFkB inh	SENP7 block	HKDC1 inhibitor	Jurkat NFkB inh	Gli-Sufu block
Cc1ccc(CN2CCSc3ccc(C(=O)NC4CCN(Cc5ccccc5)CC4)cc32)cc1	62*	-3	6	2	6	0	5	43
Cc1ccc(S(=O)(=O)Nc2nc3ccccc3s2)cc1[N+](=O)[O-]	-10	-13	7	9	3	-4	3	-2
COc1cc(/C=N/NC(=O)CCc2ccccc2)ccc1O	6	-2	-5	23	-2	0	-12	17
COc1ccc(N=C2C(=O)Nc3c(C)cccc32)cc1	-23	-6	3	6	9	-11	3	6

The listing continues.
Structure	UBC13 inh	Apaf-1 inh	SENP8 inh	697 NFkB inh	SENP7 block	HKDC1 inhibitor	Jurkat NFkB inh	Gli-Sufu block
CC(=O)N1CCN(S(=O)(=O)c2c(C)n(C)c(=O)n(C)c2=O)CC1	-2	3	1	-12	0	-3	-5	-3
Cc1ccc(/C=C2\Oc3cc(OCC(=O)NN)ccc3C2=O)o1	-6	7	1	7	-2	1	4	11
CC(C)CCN1C(=O)c2ccccc2C1C(=O)NCc1cccnc1 (centres undefined)	2	3	-3	7	2	-1	3	1
Cc1ccc(C(=O)C2CCN(CC(=O)Nc3ccc4c(c3)OCCO4)CC2)cc1	-13	19	-6	-6	-6	-11	4	9
Cc1ccccc1C(=O)N1c2ccccc2OCC1C(C)(C)C (centres undefined)	-1	16	3	12	-3	-4	4	1
CC(C)CNC(=O)CSc1nnc(-c2ccc(Cl)cc2)n1N	-11	0	-7	3	-6	8	3	1
N/C(=N\c1nc(CSc2ccc(Cl)cc2)cc(=O)[nH]1)Nc1ccccc1C(F)(F)F	10	13	-4	-30	4	-7	14	23
CCc1ccc(CNC(=O)C2CCCN(S(=O)(=O)N(CC)c3ccccc3)C2)cc1 (centres undefined)	-6	14	1	-19	-2	-2	4	-17
O=C(c1cc2cc(F)ccc2[nH]1)N1CCCC(Nc2ccc(F)cc2)C1 (centres undefined)	-5	23	-15	-12	12	5	-32	-7
O=C(N/N=C/c1cccc([N+](=O)[O-])c1)c1ccc(CN2CCOCC2)cc1	4	-1	3	8	5	-13	-6	-8
CCN(CC)CC(=O)Nc1c(C)cc(C(C)(C)C)cc1C	8	-3	-4	8	-5	-2	-13	10
C=C1CCN([C@@H](C)C(=O)NCc2ccc(OC)cc2)S(=O)(=O)c2ccccc21	-4	1	-4	-17	-2	-2	3	-3
Cc1cc(C(=O)OCC(=O)NCc2ccco2)c(C)n1-c1ccccc1	-17	20	-6	-19	-5	3	55*	-6
CN(CC(=O)NCCc1ccc(S(N)(=O)=O)cc1)CC(=O)Nc1cccc(F)c1	-1	5	-3	-8	5	-8	-1	1
COc1ccc(OCC(=O)NC(=O)c2ccccc2)c([N+](=O)[O-])c1	5	5	-1	14	9	-1	4	7
CCC(=O)Nc1nnc(SCc2cccc(F)c2)s1	2	-11	8	-4	6	7	-5	-20
Cc1ccsc1/C=N/NC(=O)c1sccc1C	-4	0	84*	-103	93*	0	-85	-55
O=C(Nc1ccc(N2CCOCC2)c(F)c1)c1cccs1	-2	-3	8	-140	47	7	-127	-78
O=C(Cn1c(=O)cnc2ccccc21)Nc1cc(Cl)ccc1N1CCOCC1	-10	-1	5	23	3	9	11	3
CC(C)CN(CC(C)C)S(=O)(=O)N1CCC(C(=O)NCc2ccccn2)CC1	3	-8	-2	12	2	7	6	-3
Cc1csc(=O)n1CCC(=O)OCc1nnc(-c2ccc(Cl)cc2)o1	0	-2	-6	-17	7	2	4	7
C/C(=N\NC(=O)C(N)=O)c1ccc(NC(=O)c2cccs2)cc1	1	-5	0	-8	-7	-16	-32	-19
O=C(CNS(=O)(=O)c1cccc2nonc12)NCc1ccc(F)cc1	2	-3	-1	16	-3	1	3	7
COc1ccc(N2CCN(C(=O)CNC(=O)Cn3cnc4sc(C)c(C)c4c3=O)CC2)cc1	0	4	-12	-13	10	-3	5	3
CCC(C)NS(=O)(=O)c1ccc(S(=O)(=O)N(CC(=O)Nc2ccccc2)Cc2ccco2)cc1 (centres undefined)	-16	11	-1	-39	-6	-1	3	1
CCNS(=O)(=O)c1ccc(NC(=O)c2ccccc2)cc1	13	-9	-10	-9	-7	7	-1	-2
COc1cccc(C(=O)c2c[nH]c(C(=O)NCCCN(C)C)c2)c1	13	-4	5	15	-1	-11	-12	4
COCCCNS(=O)(=O)c1ccc2c(c1)CCN2C(C)=O	4	5	-6	1	-5	-3	5	-1
COc1ccc(S(=O)(=O)N2C(=O)/C(=C3\SC(N)=NC3=O)c3ccccc32)cc1	-24	-6	6	18	4	0	6	3
COCCSc1nnc(NC(=O)c2ccc(OC)c([N+](=O)[O-])c2)s1	-4	-8	-14	27	-10	-4	-5	0
COc1ccc(OC)c(S(=O)(=O)N2CCC(C(=O)Nc3cccc(C)c3)CC2)c1	-3	4	5	-31	10	-8	4	-1
Cc1cc(C)nc(SC2CCCCC2NS(=O)(=O)c2ccc(Cl)cc2)n1 (centres undefined)	3	3	-4	-30	-1	-5	2	1
COc1ccccc1C(CNC(=O)C(C)Oc1ccc(Br)cc1)N1CCCC1 (centres undefined)	0	9	4	0	1	1	1	-6

Compound activity deposited in PubChem by Sanford-Burnham Center for Chemical Genomics.
